High-throughput results: PubChem, several laboratories
Rab2A wt mod – changes GTP binding to wildtype dog Rab2A, up or down | P61105 | GST-Rab2 wt beads, Bodipy-GTP binding, flow cytometry | GTP binding activity, % at 10 µM | 0.19% of 190,000 active | AID 760;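 active = GTP binding activity at least 20 points away from 100%, either lowered or raised; inconclusive = signal likely due to the compound's own green fluorescence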;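 also: 0% = beads with excess unlabeled GTP and 100% = no-compound control corrected for plate trend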
Cdc42 wt GTP – changes GTP binding to wildtype human Cdc42. P60953. GST-Cdc42 beads, Bodipy-GTP binding, flow cytometry; actives lie on both sides. percent activity (GTP binding), % at 10 µM. 0.2% of 190,000 active;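 active = percent activity GTP binding at least 20 points away from the 100% baseline, either down as inhibitor or up as activator; inconclusive = compound flagged as likely green fluorescent from well-wide comparison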;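 also: median bead fluorescence of bound Bodipy-FL-GTP at 100 nM; 0% = excess unlabeled GTP control and 100% = no compound control; below 100% means less GTP binding so inhibitor and above means activator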
Target sequence (P60953 whole entry, looked up): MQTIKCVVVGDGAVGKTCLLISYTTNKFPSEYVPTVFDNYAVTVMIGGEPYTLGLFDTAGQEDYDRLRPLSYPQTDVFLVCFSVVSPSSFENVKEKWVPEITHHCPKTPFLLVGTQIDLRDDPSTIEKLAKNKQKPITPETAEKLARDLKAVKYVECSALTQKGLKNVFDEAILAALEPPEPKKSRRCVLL
Pf gametocyte – P. falciparum stage V gametocyte viability inhibition; 0.065% of 150,000 active; inhibition, % at 10.9 µM; P. falciparum stage V gametocytes, ATP luminescence, 24 h;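 active = inhibition above the mean plus 3 SD of compounds within the control limits, set per campaign, cut at about 38% in these data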;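 also: 0% = DMSO wells and 100% = medium only without gametocytes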
Mcl1-Bid inh – Mcl-1/Bid interaction inhibition | Q07820 | TR-FRET Mcl-1/Bid-Dy647 peptide binding, 1536-well | inhibition, % at 21.7 µM | 0.97% of 220,000 active | AID 1021;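 active = compounds that cut the binding signal by more than half at the single screening dose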;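 also: His-tagged Mcl-1 with europium anti-His antibody binding Bid BH3 peptide; 0% = Mcl-1 plus peptide wells and 100% = peptide-only wells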
Target sequence (Q07820 whole entry, looked up): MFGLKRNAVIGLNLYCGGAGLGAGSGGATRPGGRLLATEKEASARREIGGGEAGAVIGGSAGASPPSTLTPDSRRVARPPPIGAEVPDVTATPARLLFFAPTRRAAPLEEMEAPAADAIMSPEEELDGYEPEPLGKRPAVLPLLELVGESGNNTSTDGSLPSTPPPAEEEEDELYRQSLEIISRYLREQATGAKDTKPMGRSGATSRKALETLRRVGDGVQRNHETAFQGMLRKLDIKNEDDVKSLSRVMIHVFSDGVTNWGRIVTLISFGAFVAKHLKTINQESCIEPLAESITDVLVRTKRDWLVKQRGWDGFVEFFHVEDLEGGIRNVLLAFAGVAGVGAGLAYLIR
Mcl1-Noxa inh – disrupts binding of human Mcl-1 to Noxa peptide; Q07820; TR-FRET Mcl-1/Noxa peptide binding, 2 h; inhibition, % at 21.7 µM; 1.5% of 220,000 active;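 active = compounds that cut the protein-peptide binding signal by more than 50% relative to plate controls in a single-dose test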;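 also: His-tagged Mcl-1 with rhodamine Noxa BH3 peptide and terbium anti-His antibody; 0% = Mcl-1 plus Noxa peptide wells and 100% = peptide-only wells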
RGS8-Gao reg – modulates binding of RGS8 to human Galphao | AID 1423 | P09471 | response (percent of control binding), % at 10 µM | 0.34% of 220,000 active | multiplexed bead flow cytometry; actives lie on both sides; in the data active = response below about 60% or above about 140%; inactive = in between;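 also: Galphao activated as the GDP aluminium fluoride complex binding bead-coupled RGS8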
Target sequence (P09471 whole entry, looked up): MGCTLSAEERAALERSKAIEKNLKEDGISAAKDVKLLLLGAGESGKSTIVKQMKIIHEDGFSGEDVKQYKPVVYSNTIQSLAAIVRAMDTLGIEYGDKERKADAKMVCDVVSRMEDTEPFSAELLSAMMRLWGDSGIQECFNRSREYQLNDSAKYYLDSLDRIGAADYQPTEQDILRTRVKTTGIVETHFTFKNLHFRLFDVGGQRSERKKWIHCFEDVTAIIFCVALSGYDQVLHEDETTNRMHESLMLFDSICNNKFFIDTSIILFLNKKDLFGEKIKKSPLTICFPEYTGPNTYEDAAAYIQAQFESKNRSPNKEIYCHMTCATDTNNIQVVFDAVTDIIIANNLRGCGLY
HRas wt GTP – human HRas wildtype GTP binding, change in either direction; P01112; 0.14% of 190,000 active; GTP binding activity, % at 10 µM; AID 759; GST-Ras wt beads, Bodipy-FL-GTP binding, flow cytometry; actives lie on both sides;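 active = GTP binding activity at least 20% away from the 100% baseline, either lowered as inhibitor or raised as activator; inconclusive = flagged as likely green fluorescent, judged across all proteins in the well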;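 also: 0% = unlabeled GTP competition control and 100% = no-compound control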
Target sequence (P01112 whole entry, looked up): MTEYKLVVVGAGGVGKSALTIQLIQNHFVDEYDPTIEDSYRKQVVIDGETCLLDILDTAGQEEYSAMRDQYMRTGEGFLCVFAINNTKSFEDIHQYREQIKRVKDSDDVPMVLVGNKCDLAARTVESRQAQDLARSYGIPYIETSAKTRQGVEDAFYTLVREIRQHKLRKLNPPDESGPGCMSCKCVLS
Bim-Mcl-1 – human Bim-Mcl-1 interaction inhibition; Q07820; Bead-based flow cytometry, Bim peptide-Mcl-1 binding; inhibition, % at 10 µM; 0.1% of 190,000 active; in the data active = inhibition above about 40%;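 also: 0% = no compound tracer wells and 100% = peptide blocker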
Rac1 wt GTP bind – alters GTP binding to wildtype human Rac1 | AID 757 | 0.27% of 190,000 active | P63000 | GTP binding activity (% of control), % at 10 µM | GST-Rac1 beads, fluorescent GTP binding, flow cytometry; actives lie on both sides; 0 = cold GTP competed, 100 = untreated;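 active = GTP binding activity at least 20 points away from the 100% control level, either lower or higher; inconclusive = compound flagged as likely green fluorescent, judged across all proteins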
Rab7 wt GTP bind – modulators of GTP binding to dog Rab7 wildtype GTPase | GTP binding activity (percent of control), % at 10 µM | GST-Rab7 beads, fluorescent GTP binding, flow cytometry; actives lie on both sides; untreated = 100%, excess cold GTP = 0% | 0.055% of 190,000 active | AID 758;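 active = fluorescent GTP binding to Rab7 beads changed by at least 20 points from the 100% baseline, either direction, mostly lower; inconclusive = compound itself probably fluorescent, or too few beads counted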;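 also: median green fluorescence of bound Bodipy-FL-GTP per Rab7 bead population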
Rac1 mut GTP – modulators of GTP binding to human Rac1 activated mutant. P63000. GST-Rac1 activated beads, fluorescent GTP binding, flow cytometry; actives lie on both sides; 100% means binding = to untreated wells. percent activity (GTP binding), % at 10 µM. 0.11% of 190,000 active. AID 764;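 active = GTP binding at least 20 percentage points away from the 100% baseline, in either direction, so actives lie on both sides; inconclusive = Compound likely fluorescent itself, or too few beads counted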
An asterisk follows results filed as active; ? = inconclusive; nt = no result given. Compounds were not picked by outcome; overall some 2.9% were active at least once.

Start of the listing, in advance:
item | canonical_smiles | Rab7 wt GTP bind | Mcl1-Noxa inh | RGS8-Gao reg | HRas wt GTP | Cdc42 wt GTP | Mcl1-Bid inh | Rab2A wt mod | Rac1 wt GTP bind | Pf gametocyte | Rac1 mut GTP | Bim-Mcl-1
1 | Cc1ccc2nc(SC(C)C(=O)N3CCOCC3)[nH]c2c1 (stereo unspecified) | 92 | 5 | 101 | 93 | 97 | -25 | 95 | 94 | 22 | 95 | 0
2 | O=S(=O)(Nc1cccc(Cl)c1)c1ccc2oc(=S)[nH]c2c1 | 92 | 15 | 104 | 91 | 90 | -21 | 88 | 100 | -4 | 91 | 1

Results, previewed entries included:
item | canonical_smiles | Rab7 wt GTP bind | Mcl1-Noxa inh | RGS8-Gao reg | HRas wt GTP | Cdc42 wt GTP | Mcl1-Bid inh | Rab2A wt mod | Rac1 wt GTP bind | Pf gametocyte | Rac1 mut GTP | Bim-Mcl-1
1 | Cc1ccc2nc(SC(C)C(=O)N3CCOCC3)[nH]c2c1 (stereo unspecified) | 92 | 5 | 101 | 93 | 97 | -25 | 95 | 94 | 22 | 95 | 0
2 | O=S(=O)(Nc1cccc(Cl)c1)c1ccc2oc(=S)[nH]c2c1 | 92 | 15 | 104 | 91 | 90 | -21 | 88 | 100 | -4 | 91 | 1
3 | C[C@@H](C(=O)NCc1ccc(S(C)(=O)=O)cc1)[C@H]1C[C@]1(C)[C@H](NC(=O)OCc1ccccc1)c1ccccc1 | 95 | 14 | 102 | 99 | 95 | 2 | 98 | 101 | nt | 98 | -3
4 | CCSc1nnc(NC(=O)c2cccs2)s1 | 95 | 8 | 109 | 99 | 102 | -15 | 98 | 103 | nt | 100 | -3
5 | O=C(c1coc2ccc(O)c(CN3CCOCC3)c12)C1CC1 | 107 | 8 | 88 | 108 | 109 | -55 | 105 | 111 | nt | 100 | 0
6 | CCNc1nc(NC(C)C)nc(NS(=O)(=O)c2ccc(N)cc2)n1 | 104 | 3 | 104 | 101 | 101 | -3 | 101 | 101 | 1 | 98 | 0
7 | O=C(COC(=O)C1CC(=O)N(C2CCCCC2)C1)c1ccc(F)cc1 (stereo unspecified) | 101 | 3 | 101 | 102 | 103 | -13 | 101 | 109 | nt | 100 | 2
8 | N#Cc1c2c(c(=S)n(-c3ccccc3)c1N)CCCC2 | ? | 44 | 101 | ? | ? | -4 | ? | ? | nt | ? | 0
9 | O=C(CCN(CCO)Cc1ccccc1)Nc1ccc(Br)cc1 | 101 | 25 | 100 | 99 | 99 | 19 | 101 | 102 | -16 | 98 | -2
10 | COc1ccc(C2c3[nH]c4ccccc4c3CCN2C(=O)c2cn3ccccc3n2)c(F)c1 (stereo unspecified) | 93 | 19 | 99 | 95 | 94 | -21 | 96 | 95 | -41 | 94 | 3
11 | CC(=O)C1=C(C)NC(SCC(=O)Nc2nc3ccccc3s2)=C(C#N)C1c1ccc(Cl)cc1 (stereo unspecified) | 95 | 11 | 102 | 95 | 95 | -40 | 92 | 98 | -25 | 94 | -1
12 | O=C(COC(=O)CCSc1ccc(Cl)cc1)Nc1ccc(F)cc1 | 102 | -13 | 93 | 101 | 101 | 4 | 96 | 102 | 11 | 96 | -7
13 | Cc1ccc(OCC(=O)NNC(=O)CCC(=O)Nc2ccc(C)cc2C)cc1 | 95 | 3 | 96 | 97 | 98 | -9 | 96 | 97 | nt | 96 | -1
14 | Cc1cc(N2CCCC(C(=O)Nc3cccc(Cl)c3)C2)n2ncnc2n1 (stereo unspecified) | 103 | 9 | 101 | 99 | 97 | -22 | 99 | 101 | 19 | 99 | 0
15 | O=C(NCc1ccc(F)cc1)c1cnc2n(c1=O)CCS2 | 102 | -1 | 106 | 99 | 99 | -6 | 101 | 108 | nt | 99 | 0
16 | COc1cc2[nH]c(=S)n(CCN3CCCCC3C)c(=O)c2cc1OC (stereo unspecified) | 102 | 7 | 96 | 102 | 103 | -29 | 100 | 105 | nt | 100 | -4
17 | FC(F)(F)c1cccc(NC(=S)NCCc2ccccn2)c1 | 100 | -1 | 100 | 102 | 100 | -80 | 101 | 100 | nt | 99 | 2
18 | Nc1c(S(=O)(=O)c2cccs2)c2nc3ccccc3nc2n1Cc1cccs1 | 101 | 13 | 104 | 101 | 99 | 5 | 99 | 99 | nt | 98 | 1
19 | Cc1ccc(/C=N/NS(=O)(=O)c2ccccc2)o1 | 100 | 16 | 72 | 100 | 106 | -15 | 101 | 103 | -27 | 100 | -3
20 | O=C(Nc1cc(=O)[nH]c2ncnn12)c1ccccc1 | 96 | 10 | 101 | 99 | 101 | -16 | 96 | 97 | nt | 99 | -1
21 | COc1ccccc1N1CCN(Cc2ccc(O)c3ncccc23)CC1 | 102 | -61 | 97 | 101 | 105 | -47 | 102 | 105 | nt | 102 | -1
22 | COc1cc(C)ccc1OCCOc1ccccc1Cl | 96 | 16 | 100 | 98 | 98 | 9 | 98 | 96 | 0 | 95 | -3
23 | CCc1ccc(C2=NN(CCC(=O)NC(C)CCc3ccccc3)C(=O)CC2)cc1 (stereo unspecified) | 111 | 10 | 100 | 101 | 101 | -1 | 100 | 101 | 18 | 100 | -4
24 | COc1ccc(CCN(C(=O)c2cccc(F)c2)C2CC(=O)N(c3ccccc3)C2=O)cc1 (stereo unspecified) | 100 | 10 | 103 | 102 | 100 | -19 | 101 | 105 | 1 | 100 | -1
25 | COC(=O)CC1C(=O)NCCN1C(=S)NC(=O)CCc1ccccc1 (stereo unspecified) | 101 | 2 | 99 | 95 | 94 | -7 | 96 | 96 | -17 | 95 | 0

Individual results from the results shown.
`CCc1ccc(C2=NN(CCC(=O)NC(C)CCc3ccccc3)C(=O)CC2)cc1` (stereo unspecified) in Bim-Mcl-1 shows -4
`Nc1c(S(=O)(=O)c2cccs2)c2nc3ccccc3nc2n1Cc1cccs1` in Cdc42 wt GTP shows 99
`CC(=O)C1=C(C)NC(SCC(=O)Nc2nc3ccccc3s2)=C(C#N)C1c1ccc(Cl)cc1` (stereo unspecified) in Cdc42 wt GTP shows 95
`Cc1cc(N2CCCC(C(=O)Nc3cccc(Cl)c3)C2)n2ncnc2n1` (stereo unspecified) in Rab7 wt GTP bind shows 103
`COc1ccccc1N1CCN(Cc2ccc(O)c3ncccc23)CC1` in Rab7 wt GTP bind shows 102
`O=C(COC(=O)CCSc1ccc(Cl)cc1)Nc1ccc(F)cc1` in Mcl1-Bid inh shows 4

Carrying on:
item | canonical_smiles | Rab7 wt GTP bind | Mcl1-Noxa inh | RGS8-Gao reg | HRas wt GTP | Cdc42 wt GTP | Mcl1-Bid inh | Rab2A wt mod | Rac1 wt GTP bind | Pf gametocyte | Rac1 mut GTP | Bim-Mcl-1
26 | O=C(CCCc1nc2ccccc2s1)NCc1ccccc1F | 99 | -2 | 102 | 97 | 96 | -1 | 96 | 103 | -3 | 98 | -5
27 | CCOCC(=O)Nc1ccc(S(=O)(=O)NCCc2ccccc2)cc1 | 96 | 0 | 100 | 102 | 103 | -13 | 102 | 106 | -6 | 102 | -1
28 | COCCCNc1ncnc2c1cnn2-c1ccc(C)cc1C | 99 | 19 | 99 | 97 | 99 | 3 | 99 | 102 | nt | 98 | 1
29 | COc1cc(C)c(Br)cc1S(=O)(=O)N1CCOCC1 | 101 | -8 | 105 | 105 | 105 | -12 | 106 | 112 | 7 | 102 | -2
30 | Cc1noc(C)c1CSc1nc2sc3c(c2c(=O)n1C)CCCC3 | 103 | 11 | 100 | 107 | 105 | -13 | 103 | 113 | nt | 99 | -43
31 | Cc1csc(Sc2nc3c(c(=O)[nH]c(=O)n3C)n2CCCc2ccccc2)n1 | 100 | 6 | 98 | 102 | 98 | -7 | 101 | 102 | nt | 100 | -2
32 | CN(C)c1ccc(N/C(N)=N/c2nc(C(F)(F)F)cc(C(F)(F)F)n2)cc1 | 95 | 61* | 97 | 96 | 94 | -51 | 93 | 96 | 11 | 95 | 1
33 | c1nc2n(n1)C1=C(CCCC1)C1(CCCCC1)N2 | 96 | 22 | 97 | 96 | 98 | -6 | 95 | 96 | 21 | 95 | 0
34 | Cc1ccc(S(=O)(=O)NNC2=NS(=O)(=O)c3ccccc32)c(C)c1 | 95 | 21 | 107 | 96 | 93 | -7 | 99 | 97 | 2 | 96 | -1
35 | O=C(/C=C/c1ccccc1)N/C(=C/c1ccccc1)C(=O)Nc1ccccc1O | 100 | 0 | 101 | 106 | 106 | -54 | 105 | 103 | nt | 101 | -1
36 | O=C1CCN(c2ncccc2[N+](=O)[O-])CC1 | 108 | 7 | 99 | 103 | 95 | 3 | 103 | 106 | nt | 95 | -6
37 | Cc1ccc(NC(=O)CN(C)C(=O)/C=C/c2cccs2)cc1 | 104 | 2 | 97 | 103 | 100 | -3 | 102 | 102 | 7 | 101 | -6
38 | COc1ccccc1NC(=S)N1CCC(NC(=O)C23CC4CC(CC(C4)C2)C3)CC1 | 104 | 7 | 101 | 99 | 94 | -66 | 100 | 99 | nt | 94 | 0
39 | S=C(NC12CC3CC(CC(C3)C1)C2)N1CCCC1 | 101 | 14 | 97 | 99 | 99 | -60 | 97 | 104 | -18 | 99 | 0
40 | CC(C)OC(=O)c1cc(C(=O)c2cc(Cl)ccc2O)coc1=N | 108 | 10 | 104 | 99 | 95 | -12 | 100 | 100 | nt | 94 | 0
41 | CCC(CC)C(=O)Nc1ccc(C)cc1O | 103 | 0 | 105 | 98 | 97 | -53 | 97 | 98 | 10 | 98 | -1
42 | COc1ccc(NC(=O)c2ccc3ccccc3c2)cc1NS(=O)(=O)c1ccc(F)cc1 | 101 | 26 | 107 | 101 | 101 | -34 | 99 | 104 | 10 | 99 | -1
43 | CCOC(=O)c1cc(C(=O)OCC)c(=O)[nH]c1C | 97 | -23 | 97 | 97 | 107 | -7 | 100 | 111 | nt | 100 | -1
44 | N#Cc1ccc(Cn2ccnc2C(=O)Nc2ccccc2)cc1 | 109 | -9 | 93 | 101 | 101 | -31 | 104 | 102 | nt | 102 | 0
45 | COC(=O)c1c(C)n(-c2ccccc2)c2ccc(O)cc12 | 95 | 29 | 102 | 104 | 106 | -26 | 106 | 103 | -3 | 101 | -2
46 | COc1ccc(CNC(=O)c2cc3c(s2)CN(Cc2ccccc2)C3)cc1 | 111 | 11 | 101 | 98 | 97 | -19 | 98 | 101 | 11 | 96 | 2
47 | N#C/C(=C\c1ccc[nH]1)C(=O)NC1CC1 | 102 | 1 | 100 | 101 | 102 | -16 | 100 | 102 | 4 | 99 | 4
48 | C=CCNC(=O)C(C)N1C(=O)c2ccccc2C1=O (stereo unspecified) | 93 | -11 | 92 | 95 | 94 | -26 | 95 | 94 | nt | 94 | 1
49 | CCn1c(-c2nn(-c3ccccc3)ccc2=O)n[nH]c1=S | 104 | 27 | 105 | 99 | 96 | -35 | 102 | 98 | -48 | 96 | -3
